PrPC TRFRET: reduces human prion protein on the cell surface; 0.43% of 370,000 active; inhibition, % at 13.8 µM; AID 720596; cell surface PrPC, TR-FRET read-out; in the data active = inhibition above about 24%; note: 0% = median of the test wells and 100% = reference compound wells
BoNT-A LC inh2: blocks Botulinum neurotoxin A light chain protease; multiplex microsphere protease substrate cleavage, flow cytometry; inhibition, % at 10 µM; 0.17% of 360,000 active; AID 588499; in the data active = inhibition above about 30%; inconclusive = no clear call, values can overlap the other calls; note: plate controls were buffer without enzyme for full effect and enzyme alone for no effect
FBA Mtb inh: inhibits M. tuberculosis FBA enzyme | P9WQA3 | 2.3% of 360,000 active | inhibition, % at 1 µM | AID 588726 | purified M. tuberculosis FBA, fluorescence read-out; in the data active = inhibition above about 27%;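 note: 0% = vehicle and 100% = reference inhibitor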
Target sequence (P9WQA3 whole entry, looked up): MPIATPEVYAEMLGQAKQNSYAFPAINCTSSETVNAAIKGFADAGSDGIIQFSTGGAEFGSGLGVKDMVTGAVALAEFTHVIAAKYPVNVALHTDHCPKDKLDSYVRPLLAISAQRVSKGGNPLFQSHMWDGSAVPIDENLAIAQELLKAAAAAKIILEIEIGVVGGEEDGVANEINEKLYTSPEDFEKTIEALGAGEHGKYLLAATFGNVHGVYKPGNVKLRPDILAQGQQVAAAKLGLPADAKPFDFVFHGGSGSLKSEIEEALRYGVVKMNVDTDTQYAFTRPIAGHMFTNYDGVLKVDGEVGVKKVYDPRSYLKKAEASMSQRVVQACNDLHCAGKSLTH
Mtb UGM inh: Mtb UDP-galactopyranose mutase inhibition | purified UGM, fluorescence polarization probe displacement | inhibition, % at 10 µM | 0.06% of 320,000 active; in the data active = inhibition above about 10%, passing the limit was not always enough; inconclusive = no clear call, values can overlap the other calls
Target sequence (P9WIQ1 whole entry, looked up): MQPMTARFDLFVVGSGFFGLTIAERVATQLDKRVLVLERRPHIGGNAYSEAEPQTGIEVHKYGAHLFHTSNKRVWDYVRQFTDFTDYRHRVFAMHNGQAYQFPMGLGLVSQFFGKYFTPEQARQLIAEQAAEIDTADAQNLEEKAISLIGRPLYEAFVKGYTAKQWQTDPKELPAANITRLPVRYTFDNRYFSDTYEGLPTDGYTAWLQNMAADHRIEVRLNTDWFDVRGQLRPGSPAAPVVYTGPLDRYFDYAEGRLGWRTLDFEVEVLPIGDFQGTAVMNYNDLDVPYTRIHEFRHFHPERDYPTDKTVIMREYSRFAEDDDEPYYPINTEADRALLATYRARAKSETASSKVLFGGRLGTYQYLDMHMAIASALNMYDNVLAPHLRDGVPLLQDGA
CCHF vOTU inh: blocks the CCHF virus ovarian tumor domain protease | CCHFV vOTU protease, Pep-AMC fluorescence | 0.55% of 370,000 active | inhibition, % at 11.5 µM; note: 0% = vehicle wells with enzyme and 100% = no enzyme wells
Mtb BioA inh: blocks M. tuberculosis BioA enzyme activity; purified M. tuberculosis BioA enzyme, plate reader; inhibition, % at 9.99 µM; 0.096% of 360,000 active; in the data active = inhibition above about 40%; inconclusive = no clear call, values can overlap the other calls
FadD28 binding: inhibitors of Mycobacterium tuberculosis FadD28 bisubstrate binding. 0.22% of 360,000 active. AID 588549. FadD28 bisubstrate probe binding, fluorescence polarization. inhibition, % at 12.5 µM; in the data active = inhibition above about 8.5%, passing the limit was not always enough; inconclusive = no clear call, values can overlap the other calls
BoNT-F LC inh: blocks Botulinum neurotoxin F light chain protease; inhibition, % at 10 µM; Multiplex microsphere protease cleavage assay, flow cytometry; AID 588497; 0.22% of 360,000 active; in the data active = inhibition above about 35%, passing the limit was not always enough; inconclusive = no clear call, values can overlap the other calls; note: plate controls were buffer without enzyme for full effect and enzyme alone for no effect
GDH-TPI inh: counter-screen for M. tuberculosis FBA inhibitors: GDH-TPI coupled enzymes; inhibition, % at 4.8 µM; 1.2% of 360,000 active; GDH-TPI coupled enzyme counterscreen, NADH absorbance;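 note: 0% = DMSO wells and 100% = wells lacking the enzyme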
The depositor's hits bear a star; ? = inconclusive; . = no result given. Cut-off read from the data, not from the text of the source, unless noted: active = inhibition above about 30%; inactive = the rest. The order is random; any-hit rate near 4.8%.

#1 CC(NCCO)C(=O)C12CC3CC(CC(C3)C1)C2 (stereo not drawn)
#2 Cc1c(Cl)cccc1NC(=S)NCc1ccccc1
#3 CCCn1c(=S)[nH]c2cc(C(=O)N3CCN(C(=O)OCC)CC3)ccc2c1=O
#4 Cc1nn(CC(=O)NC2CC2)c(C)c1S(=O)(=O)N(C)C
#5 CCOC(=O)c1[nH]c(C)c(C(=O)Nc2ccccc2C)c1C
#6 Cc1cc(NC(=O)CN2CCN(S(=O)(=O)c3ccc(Cl)cc3)CC2)no1
Screen / compound no.,1,2,3,4,5,6
PrPC TRFRET,2,1,-2,-6,4,-3
BoNT-A LC inh2,0.6,0.4,0.8,-0.4,-0.8,-0.2
FBA Mtb inh,1,3,-1,0,-1,-3
Mtb UGM inh,-1.5,0.2,4.1,.,-0.6,2.9
CCHF vOTU inh,-4,9,-1,-11,-2,-10
Mtb BioA inh,.,-4.2,-5.1,-0.4,-0.4,1.8
FadD28 binding,-2.4,0.0,-0.9,-1.0,-2.2,-3.1
BoNT-F LC inh,2,-2,0,-5,-3,-1
GDH-TPI inh,8,10,14,9,10,-15

As a short view, part of the list above:
#1 CC(NCCO)C(=O)C12CC3CC(CC(C3)C1)C2 (stereo not drawn)
#2 Cc1c(Cl)cccc1NC(=S)NCc1ccccc1
Screen / compound no.,1,2
PrPC TRFRET,2,1
BoNT-A LC inh2,0.6,0.4
FBA Mtb inh,1,3
Mtb UGM inh,-1.5,0.2
CCHF vOTU inh,-4,9
Mtb BioA inh,.,-4.2
FadD28 binding,-2.4,0.0
BoNT-F LC inh,2,-2
GDH-TPI inh,8,10

(further entries)
#7 C=CCNC(=S)NNC(=O)c1cccn(Cc2cccc(Cl)c2)c1=O
#8 Cc1cc(C(=O)N/N=C/c2ccc(-c3cccc(Cl)c3Cl)o2)n[nH]1
#9 COc1ccc(C(O)c2nc(-c3ccncc3)cs2)cc1 (stereo not drawn)
#10 Fc1ccccc1-c1nc(NCC2CC2)nc2ccsc12
#11 COc1ccc(NC(=S)NCc2ccc(F)cc2)c(OC)c1
#12 C[C@]12CC[C@@H](O)CC1=CCC1C2CC[C@]2(C)C(=O)[C@H](F)CC12 (stereo partly drawn)
Screen / compound no.,7,8,9,10,11,12
PrPC TRFRET,-5,-5,20,1,1,10
BoNT-A LC inh2,-2.1,0.1,0.1,-0.5,2.2,-0.4
FBA Mtb inh,1,3,-1,42*,2,3
Mtb UGM inh,1.7,-0.8,.,.,-1.5,-1.9
CCHF vOTU inh,17,-10,4,-65,2,-5
Mtb BioA inh,-0.5,-2.6,0.5,-1.2,3.1,0.0
FadD28 binding,-3.2,-3.6,-1.2,-3.9,-0.2,-0.3
BoNT-F LC inh,-3,3,0,-4,-2,-20
GDH-TPI inh,14,-1,1,4,-9,0

#13 Cc1cc(C)c(S(=O)(=O)Nc2ccc(C(N)=O)cc2)c(C)c1
#14 CC(C)CC(=O)Nc1ccc(C(=O)CN2CCC(C)CC2)cc1
#15 COc1ccc(CN(C(=O)c2nsc(Cl)c2Cl)C(C(=O)NC2CCCCC2)c2ccc(OC)cc2)cc1 (stereo not drawn)
#16 Cc1ccc(C(=O)NCCCNc2ccccc2[N+](=O)[O-])cc1
#17 CCC1(C)Cc2c(sc3[nH]c(=O)[nH]c(=O)c23)CS1 (stereo not drawn)
#18 COc1ccccc1C(=O)Nc1ccc2c(c1)nc1n2CCN(C2CCCCC2)C1
Screen / compound no.,13,14,15,16,17,18
PrPC TRFRET,-2,-4,17,-10,1,-27
BoNT-A LC inh2,-0.2,0.8,-1.0,-0.1,0.9,13
FBA Mtb inh,1,0,-2,-10,80*,2
Mtb UGM inh,-1.6,4.0,0.4,4.4,-1.0,0.3
CCHF vOTU inh,-1,6,15,3,-29,-15
Mtb BioA inh,-2.1,.,.,.,-6.8,-0.2
FadD28 binding,0.7,-3.4,0.0,-2.1,2.9,-5.7
BoNT-F LC inh,2,-4,-1,-4,?,-54
GDH-TPI inh,3,-2,12,-5,11,4

#19 COc1cc2cc(C(c3nnnn3C3CCCC3)N(C)C3CCCCC3)c(=O)[nH]c2cc1OC (stereo not drawn)
#20 CCc1ccc2c(c1)C1(SC(NC(C)=O)=NN1C(C)=O)C(=O)N2C(C)C (stereo not drawn)
#21 COC1OC2COC(c3ccccc3)OC2C(O)C1N (stereo not drawn)
#22 O=C(Nc1cccc(Cl)c1)C1C2CCC3C(CCC21)C3(Cl)Cl (stereo not drawn)
#23 Cc1cccc(NC(=O)CSCC(=O)N=c2sccn2C)c1
#24 O=C(NCC(=O)N(Cc1ccc(F)cc1)C(C(=O)NC1CCCC1)c1ccco1)c1ccco1 (stereo not drawn)
Screen / compound no.,19,20,21,22,23,24
PrPC TRFRET,-7,-7,2,10,9,3
BoNT-A LC inh2,-1.6,-2.6,0.3,0.0,2.0,-1.1
FBA Mtb inh,10,-1,2,0,4,-3
Mtb UGM inh,1.7,0.7,.,-0.1,-0.6,1.5
CCHF vOTU inh,-2,9,-5,-1,4,7
Mtb BioA inh,-0.3,.,0.0,.,-0.7,0.7
FadD28 binding,-2.6,-2.6,-0.7,-7.1,-1.0,-1.5
BoNT-F LC inh,-1,-5,7,-2,-5,-6
GDH-TPI inh,9,8,0,9,6,-5

#25 Cc1noc(C)c1C(=O)OCC(=O)N(C)C1CCS(=O)(=O)C1 (stereo not drawn)
#26 COc1ccc(NC(=O)C(c2ccc(C)cc2)N(C)C(=O)c2cnccn2)cc1 (stereo not drawn)
#27 CN(CCCCN1CCOCC1)Cc1nc(-c2ccc3c(c2)OCO3)no1
#28 Cc1cc(C)nc(NS(=O)(=O)c2ccc(NC(=O)Cc3ccccc3F)cc2)n1
#29 O=C(COC(=O)c1cc([N+](=O)[O-])ccc1Cl)NCCc1ccccc1
#30 Cc1ccc(S(=O)(=O)N2CCOCC2)cc1C(=O)OCc1nnc(-c2ccccc2)o1
Screen / compound no.,25,26,27,28,29,30
PrPC TRFRET,1,2,2,2,-11,10
BoNT-A LC inh2,-0.8,0.1,-0.2,0.1,0.1,-1.0
FBA Mtb inh,3,0,-4,1,-2,4
Mtb UGM inh,0.4,0.8,-0.9,-1.6,1.3,1.6
CCHF vOTU inh,8,10,2,1,0,-3
Mtb BioA inh,.,-2.1,-0.7,-0.9,.,0.8
FadD28 binding,-2.2,0.3,-1.4,-2.0,-2.2,-1.0
BoNT-F LC inh,-4,-6,0,-7,-6,-3
GDH-TPI inh,-5,-10,2,1,-4,2

#31 Cc1ccc(NC(=O)COC(=O)C2CSC3(C)CCC(=O)N23)c(C)c1 (stereo not drawn)
#32 O=C(c1cccc(C(=O)N2CCN(c3ncccn3)CC2)c1)N1CCN(c2ncccn2)CC1
#33 Cc1ccc(N(C(=O)c2ccc(Br)o2)C2C=CS(=O)(=O)C2)cc1 (stereo not drawn)
#34 CC(C)(C)C(=O)Nc1ccc(Cc2ccncc2)cc1
#35 CCOc1cc(/C=N/NC(=O)C(=O)NC)cc(Br)c1O
#36 Cc1ccccc1-n1nc(C(=O)O)c(C)c(C#N)c1=O
Screen / compound no.,31,32,33,34,35,36
PrPC TRFRET,-4,-7,4,7,-3,-16
BoNT-A LC inh2,.,-0.2,-0.3,-2.6,0.5,0.4
FBA Mtb inh,4,5,4,0,-3,5
Mtb UGM inh,-2.3,3.5,1.8,-0.7,0.4,1.8
CCHF vOTU inh,7,-8,5,-1,4,-5
Mtb BioA inh,-1.8,-1.5,-0.6,0.7,.,-1.1
FadD28 binding,0.5,-0.9,-0.6,-1.2,-2.7,-2.9
BoNT-F LC inh,.,-3,-6,2,0,-13
GDH-TPI inh,3,6,8,4,28,9

Quoted from the listing.
PrPC TRFRET result of compound 36 is entered as -16
FadD28 binding result of compound 31 is entered as 0.5
BoNT-A LC inh2 result of compound 32 is entered as -0.2

Next section
#37 Nc1[nH]c(C(=O)c2ccccc2)c(-c2ccc(Cl)cc2)c1C(=O)NCc1ccccc1
#38 Cc1cccc(-c2nnc(SCc3ccc(C#N)cc3)n2Cc2ccco2)c1
#39 Cc1onc(-c2ccccc2Cl)c1C(=O)OCC(=O)c1ccccc1
#40 CCCCCC(=O)Nc1ccc2oc(-c3ccncc3)nc2c1
#41 COc1ccc(CNc2nc(=S)[nH]c3cc(OC)c(OC)cc23)cc1
#42 CC(C)Cn1c(N)c(C(=O)CSc2ncccn2)c(=O)n(C)c1=O
Screen / compound no.,37,38,39,40,41,42
PrPC TRFRET,0,14,1,3,-4,-2
BoNT-A LC inh2,-1.5,0.5,-0.2,-0.1,-2.7,1.1
FBA Mtb inh,.,-1,-1,20,4,2
Mtb UGM inh,.,0.6,0.1,0.4,0.3,-2.6
CCHF vOTU inh,7,1,10,-19,-7,6
Mtb BioA inh,.,2.8,2.2,.,4.3,-3.2
FadD28 binding,.,-4.9,-3.6,-3.7,-0.1,-1.0
BoNT-F LC inh,1,-1,-8,-4,-9,2
GDH-TPI inh,.,-3,-9,7,7,0

#43 O=C(/C=C1\NC2(CCCC2)Cc2ccccc21)N1CCOCC1
#44 CCCCNS(=O)(=O)c1cccc(S(=O)(=O)N2CCCC2)c1
#45 O=C(c1cc(-c2ccc(Cl)cc2)n(-c2ccc(Cl)c(Cl)c2)n1)N1CCOCC1
#46 CCn1cc(C(=O)NCCCOC)c(=O)c2cc(S(=O)(=O)N(C)C3CCCCC3)ccc21
#47 O=C1NC[C@H](Cc2ccc(O)cc2)N(C[C@@H]2CCCN2C[C@H](Cc2ccccc2)N2C[C@H](Cc3ccc(O)cc3)N(CC3CCCCC3)C(=O)C2=O)C1=O
#48 CC(C)NC(=O)COc1coc(CN2CCN(C(=O)c3ccco3)CC2)cc1=O
Screen / compound no.,43,44,45,46,47,48
PrPC TRFRET,-4,18,-2,-2,9,0
BoNT-A LC inh2,0.2,0.0,0.3,-0.3,-0.5,1.2
FBA Mtb inh,0,1,2,-1,.,-2
Mtb UGM inh,2.9,-1.5,2.1,-2.7,.,-0.3
CCHF vOTU inh,8,9,-5,4,5,5
Mtb BioA inh,-0.6,3.2,-3.9,3.1,.,0.1
FadD28 binding,-6.0,-1.2,-3.3,-3.9,.,-2.7
BoNT-F LC inh,4,2,-9,-4,4,5
GDH-TPI inh,26,15,7,8,.,8

#49 Cc1ccc2[nH]c(C)c(CCNC(=O)NC3CCCCC3)c2c1
#50 C[C@@H]1C(c2cccc(Cl)c2)=NN(c2ccccc2)[C@H]1C(=O)N1CCOC1=O
#51 CCOC(=O)CCS(=O)(=O)c1nc(-c2ccccc2)cc(C(F)(F)F)n1
#52 CCCCN(CCCNC(=O)C1CCCN(S(=O)(=O)CCC)C1)Cc1ccccc1 (stereo not drawn)
#53 CCOc1ccc(NC(=O)N2CC=C(n3c(=O)[nH]c4ccccc43)CC2)cc1
#54 COc1ccccc1N(CC(=O)NC(C)(C)C)C(=O)Cn1nnc(-c2ccc(C)o2)n1
#55 COc1cc(/C=C(\C#N)C(=O)NC(C)C)ccc1OCc1ccc(C(=O)O)cc1
Screen / compound no.,49,50,51,52,53,54,55
PrPC TRFRET,0,-7,.,-12,3,18,6
BoNT-A LC inh2,-0.3,-0.3,-1.0,0.8,0.2,0.5,-0.9
FBA Mtb inh,4,16,-1,-1,-2,5,-1
Mtb UGM inh,0.0,.,0.5,1.5,-2.5,-0.3,-0.7
CCHF vOTU inh,-2,-3,.,-7,3,4,1
Mtb BioA inh,-1.3,-0.8,10,1.0,-0.2,-0.3,-0.5
FadD28 binding,-3.6,-0.6,-4.3,-0.2,-3.9,-3.1,-2.0
BoNT-F LC inh,-4,2,0,2,-2,8,-9
GDH-TPI inh,-3,15,4,-3,-11,-7,28

Ordered by formula weight (high to low): part of the list above.
#37 Nc1[nH]c(C(=O)c2ccccc2)c(-c2ccc(Cl)cc2)c1C(=O)NCc1ccccc1
#53 CCOc1ccc(NC(=O)N2CC=C(n3c(=O)[nH]c4ccccc43)CC2)cc1
#13 Cc1cc(C)c(S(=O)(=O)Nc2ccc(C(N)=O)cc2)c(C)c1
Screen / compound no.,37,53,13
PrPC TRFRET,0,3,-2
BoNT-A LC inh2,-1.5,0.2,-0.2
FBA Mtb inh,.,-2,1
Mtb UGM inh,.,-2.5,-1.6
CCHF vOTU inh,7,3,-1
Mtb BioA inh,.,-0.2,-2.1
FadD28 binding,.,-3.9,0.7
BoNT-F LC inh,1,-2,2
GDH-TPI inh,.,-11,3
